Apaf1 inhib: inhibitors of human Apaf-1 apoptosome; O14727; reconstituted apoptosome caspase-3 activity, DEVD-Rh110 fluorescence; inhibition, % at 20 µM; 330,000 compounds, 0.71% hits; AID 489030; active = inhibition of at least 40% at 20 µM;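 also: plate controls were DMSO wells for no effect and DEVD-CHO caspase inhibitor wells for full effect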
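Assay system – apoptosome proteins · Medium – Hepes buffer, pH 7.5 · Also added – cytochrome c with DEVD-Rh110 · Timing – 30 min compound preincubation, 50 min activation, room temperature · Detection – Rh110 fluorescence, excitation 480 nm, emission 540 nm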
SENP7 inh: SENP7 protease inhibition; Q9BQF6; recombinant SENP7, Z-RLRGG-aminoluciferin luminescence, 40 min; inhibition, % at 5 µM; 330,000 compounds, 1.5% hits;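 active = inhibition above about 50% at the single test dose, limit read from the data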;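 also: plate controls were DMSO with enzyme for no effect and no enzyme buffer wells for full effect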
SENP8 block-1: inhibitors of human SENP8 protease | Q96LD8 | purified SENP8, Z-RLRGG-aminoluciferin cleavage, luminescence | inhibition, % at 10 µM | 330,000 compounds, 1.2% hits | AID 2540; in the data active = inhibition above about 50%
Target sequence (Q96LD8 whole entry, looked up): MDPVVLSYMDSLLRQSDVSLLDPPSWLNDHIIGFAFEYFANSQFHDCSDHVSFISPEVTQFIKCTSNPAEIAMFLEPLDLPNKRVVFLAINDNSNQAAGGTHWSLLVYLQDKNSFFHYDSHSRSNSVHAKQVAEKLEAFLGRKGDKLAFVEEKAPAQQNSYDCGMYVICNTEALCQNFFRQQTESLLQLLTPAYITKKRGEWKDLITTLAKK
PfGluPho inh: PfG6PD (Plasmodium falciparum) enzyme inhibition | inhibition, % at 20 µM | AID 504690 | 350,000 compounds, 0.78% hits | PfGluPho enzyme, NADPH resazurin-diaphorase fluorescence;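 active = inhibition reaching at least a set limit at 20 µM in the primary screen, cut at about 59% in these data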;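 also: 0% = DMSO wells with substrate and 100% = DMSO wells lacking glucose-6-phosphate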
SENP1 FRET inh: SENP1 (human) catalytic domain inhibition | Q9P0U3 | recombinant SENP1 catalytic domain, CyPet-SUMO1-YPet FRET cleavage | inhibition, % at 10 µM | 360,000 compounds, 0.21% hits;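 active = inhibition at least 30% at 10 µM, raw YFP signal under a set limit, fluorescence ratio 0.5 to 1.5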;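 also: 0% = enzyme with DMSO and 100% = no enzyme wells; some results filed as inactive read as strong as hits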
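Test system: recombinant human SENP1 catalytic domain, His6-tagged / Medium: pH 8 Tris buffer with EDTA, NaCl, BME, BSA, NP40, catalase / Also added: SUMO1 FRET substrate flanked by Cypet and Ypet, 25 nM / Times: 50 min reaction at room temperature / Signal: FRET, CFP and YFP emission / Control set: no-enzyme low control and enzyme-plus-DMSO high control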
NLRP3 yeast inh: inhibitors of NALP3 inflammasome in yeast; AID 2825; Yeast reconstituted NLRP3/ASC/caspase-1, beta-gal luminescence, 24 h; 330,000 compounds, 0.39% hits; inhibition, % at 10 µM;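 active = inhibition of 50% or more; inactive = inhibition below 50%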;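 also: plate controls were induced DMSO wells for no effect and uninduced yeast grown without galactose for full effect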
HKDC1 inh: inhibitors of human hexokinase HKDC1; Q2TB90; recombinant HKDC1, G6PDH/diaphorase resazurin coupled fluorescence; inhibition, % at 20 µM; 340,000 compounds, 0.16% hits; AID 493160;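 active = inhibition above about 35% when tested at 20 µM, limit read from the data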;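 also: plate controls were DMSO wells with enzyme for no effect and DMSO wells lacking enzyme for full effect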
Target sequence (Q2TB90 whole entry, looked up): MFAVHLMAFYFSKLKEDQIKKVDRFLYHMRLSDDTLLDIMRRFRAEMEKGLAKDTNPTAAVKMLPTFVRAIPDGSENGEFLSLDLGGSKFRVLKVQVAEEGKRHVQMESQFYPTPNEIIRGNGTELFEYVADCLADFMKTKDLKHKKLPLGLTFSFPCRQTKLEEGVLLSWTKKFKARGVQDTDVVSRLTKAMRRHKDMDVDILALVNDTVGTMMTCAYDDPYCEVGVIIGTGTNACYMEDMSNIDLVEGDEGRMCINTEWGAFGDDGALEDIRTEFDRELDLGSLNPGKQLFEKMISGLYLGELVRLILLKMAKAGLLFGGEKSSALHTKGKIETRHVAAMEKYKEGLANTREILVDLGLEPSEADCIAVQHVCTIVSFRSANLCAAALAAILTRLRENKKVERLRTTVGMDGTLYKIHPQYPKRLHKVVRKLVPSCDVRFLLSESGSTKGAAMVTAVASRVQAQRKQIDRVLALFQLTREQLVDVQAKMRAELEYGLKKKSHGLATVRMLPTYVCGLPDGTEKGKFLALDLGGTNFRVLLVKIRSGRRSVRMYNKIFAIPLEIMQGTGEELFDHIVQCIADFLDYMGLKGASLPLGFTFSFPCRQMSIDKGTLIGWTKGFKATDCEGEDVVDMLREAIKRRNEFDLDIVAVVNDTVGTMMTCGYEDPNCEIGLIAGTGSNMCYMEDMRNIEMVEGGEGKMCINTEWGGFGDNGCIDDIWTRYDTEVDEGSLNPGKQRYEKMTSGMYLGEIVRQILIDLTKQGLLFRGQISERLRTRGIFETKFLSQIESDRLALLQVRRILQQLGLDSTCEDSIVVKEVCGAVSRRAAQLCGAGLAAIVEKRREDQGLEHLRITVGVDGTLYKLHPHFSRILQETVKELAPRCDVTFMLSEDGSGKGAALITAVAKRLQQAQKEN
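Material – in-house recombinant HK5 (HKDC1) enzyme · Quantity – HKDC1 at 5 µg/mL · Buffer or medium – pH 8.0 Tris buffer with 10 mM MgCl2 · Reagent – glucose with 1 mM ATP · Dosing – single 20 µM dose · Times – reaction time 90 min, room temperature, protected from light · Technique – resorufin fluorescence at 613 nm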
SENP6 block: inhibitors of human SENP6 protease; 330,000 compounds, 1.8% hits; Recombinant SENP6 catalytic domain, aminoluciferin luminescence; inhibition, % at 10 µM; Q9GZR1;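 active = inhibition above about 50% at the single tested dose, limit read from the data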;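 also: plate controls were DMSO wells with enzyme for no effect and DMSO wells lacking enzyme for full effect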
SENP8 block-2: SENP8 (human) protease inhibition; AID 602440; recombinant SENP8, Nedd8 substrate fluorescence; inhibition, % at 20 µM; 360,000 compounds, 0.64% hits; in the data active = inhibition mostly above about 40%, no sharp cut-off; inactive = mostly below about 27%
* marks the source's active call; other numbers are inactive results; i = inactive; nt = no result given.

SMILES	Apaf1 inhib	SENP7 inh	SENP8 block-1	PfGluPho inh	SENP1 FRET inh	NLRP3 yeast inh	HKDC1 inh	SENP6 block	SENP8 block-2
CC(C)(C)c1cc(C(F)(F)F)c(C#N)c(=O)[nH]1	12.6	-2.7	-7.5	4.8	1.6	-16.8	6.1	-22.0	i
COc1cc(CN2CCN(c3ccccc3F)CC2)cc(OC)c1O	-11.6	-0.1	-3.1	-9.2	2.2	-4.2	-0.5	-12.6	4.9
Cc1ccccc1Nc1nnc(SCC(=O)NCC2CCCO2)s1 (stereo not given)	2.0	5.1	0.2	4.2	0.6	-1.6	-5.2	0.0	5.8
CCOc1ccc(Cl)cc1S(=O)(=O)n1nnc2ccccc21	12.2	3.7	0.8	11.6	-0.5	8.0	2.3	-29.0	18.4
O=S(=O)(CCc1ccccc1)CS(=O)(=O)CCc1ccccc1	nt	nt	nt	-8.3	3.9	nt	3.4	nt	16.6
C=CCn1c(C(CCCC)CC(O)COCC(C)C)n[nH]c1=S (stereo not given)	-11.2	-3.4	-0.2	29.2	0.2	8.1	2.2	-9.2	10.9
COCCn1c(SCC(=O)c2c(N)n(C3CC3)c(=O)[nH]c2=O)nnc1-c1cccc(C)c1	2.4	-7.6	-6.0	-4.0	2.1	0.6	0.2	-18.7	18.0
O=C1CSC(=S)N1/N=C/C=C/c1ccccc1	2.9	-2.0	-10.9	-8.4	-2.2	11.5	-31.1	-4.3	-4.3
Cc1ccc(N2C(=O)CSC2c2cccnc2)cc1F (stereo not given)	2.3	-5.0	-9.6	-3.3	2.2	-3.5	-14.9	-19.2	11.6
C=CCn1c(SCC(=O)N2CCCC2=O)nc2sc(CC)cc2c1=O	1.7	0.1	0.2	-3.2	1.6	15.3	6.4	4.1	9.6
COCc1cc([C@@H]2C[C@H]3CN(c4ccccc4)C(=O)[C@]34CCCN24)ccc1OC	8.7	-3.3	-0.5	-11.1	1.2	20.7	-7.8	5.0	42.1*
CCC(C)[C@H](NC(=O)[C@@H]1Cc2ccccc2CN1)C(=O)NCc1ccc(OC)cc1 (stereo not given in full)	-1.6	-2.2	-7.8	2.3	3.1	2.7	-6.2	2.0	31.3
Cn1c(/C=C/N2CCOCC2)c(C(=O)c2ccc(Br)cc2)c(=O)n(C)c1=O	0.2	-0.6	-7.3	-7.2	-5.4	19.8	-5.5	-10.5	-26.5
CC(C)n1c(NCc2cc(Cl)ccc2O)nc2ccccc21	15.1	-1.9	-1.6	30.3	2.5	35.0	-0.4	-3.8	4.3
O=[N+]([O-])/C=C/c1cn(Cc2ccc(F)cc2)c2ccccc12	4.1	-11.2	-105.2	-0.3	-5.1	-1.3	24.8	-80.4	3.0
CCOc1cc(N2CCOCC2)c(OCC)cc1NC(=O)c1cc(S(=O)(=O)N2CCOCC2)ccc1F	-2.7	1.1	6.7	37.7	5.5	-1.2	8.2	-8.5	13.5
COc1ccc(-c2nc3ccccc3c(=O)n2CCCn2ccnc2)cc1	-8.5	-4.5	0.6	-14.9	0.3	-3.9	-1.6	-4.4	12.4
Oc1ccc(CNC2CCCCC2)cc1	9.5	-10.8	-10.6	-6.4	-0.8	19.6	-6.2	-25.7	17.5
CCOc1cccc(CN(C)CC2CCCN(CCc3ccc(Cl)cc3)C2)c1O (stereo not given)	-2.8	-9.6	-5.8	8.5	-2.3	31.1	5.2	14.4	14.3
O=C(COC(=O)CSc1ccc(F)cc1)NCCCc1ccccc1	14.4	-12.6	-4.9	-6.3	4.2	2.0	1.5	-9.7	19.3
O=C(O)c1ccc(Cl)c(NCc2ccncc2)c1	0.7	-7.0	-6.5	-12.7	-1.5	12.0	-6.9	-17.9	1.4
Cn1ccnc1C(O)c1cccc(OCc2ccccc2)c1 (stereo not given)	-11.8	-1.0	-12.4	11.8	0.3	17.6	0.5	9.0	3.0
CCC(C)C(NC(N)=O)C(=O)NC1CCC(C)CC1 (stereo not given)	-14.2	-7.4	3.8	nt	nt	-7.2	nt	13.5	nt
CCCCNC(=NCc1cccc(C(F)(F)F)c1)Nc1ccccc1	5.9	-0.4	0.7	5.2	2.0	15.9	-1.2	-39.5	11.9

Taken from above.
Under SENP1 FRET inh, Cn1ccnc1C(O)c1cccc(OCc2ccccc2)c1 (stereo not given) is entered as 0.3
Under SENP6 block, Oc1ccc(CNC2CCCCC2)cc1 is entered as -25.7
Under PfGluPho inh, COc1ccc(-c2nc3ccccc3c(=O)n2CCCn2ccnc2)cc1 is entered as -14.9
Under Apaf1 inhib, Cn1c(/C=C/N2CCOCC2)c(C(=O)c2ccc(Br)cc2)c(=O)n(C)c1=O is entered as 0.2
Under SENP7 inh, CCOc1cc(N2CCOCC2)c(OCC)cc1NC(=O)c1cc(S(=O)(=O)N2CCOCC2)ccc1F is entered as 1.1

The listing continues.
SMILES	Apaf1 inhib	SENP7 inh	SENP8 block-1	PfGluPho inh	SENP1 FRET inh	NLRP3 yeast inh	HKDC1 inh	SENP6 block	SENP8 block-2
CC1=CC(C)C(CN(CCC[N+](C)(C)C)C(=O)Nc2ccccc2)C(C)C1 (stereo not given)	-15.6	2.7	5.1	10.9	0.3	22.6	-1.6	11.5	-2.6
CCOc1cc2c3c(c1)C1(C(=O)N3C(C)(C)CC2C)C(C#N)=C(N)N2C(=C1C#N)Nc1ccccc12 (stereo not given)	22.9	-4.4	-2.6	14.6	-11.7	5.3	-1.8	-20.7	-25.4
CCOc1ccccc1NC(=O)c1cccc2ccccc12	1.0	-7.3	-2.7	-14.0	1.4	26.6	-5.1	4.9	2.9
Cc1nn(-c2ccccc2)c(N2CCCC2)c1/C=N/NC(=S)Nc1ccccc1F	8.6	1.1	-4.0	9.7	-1.5	13.8	8.1	-4.8	-66.8
COc1cc(NC(=O)CN2CCN(S(=O)(=O)c3ccc(C(C)C)cc3)CC2)cc(OC)c1	24.3	4.1	-3.6	12.5	2.7	17.2	-0.6	22.0	11.7
Cc1nc2ccccc2n1S(=O)(=O)c1ccc(Br)cc1	15.4	-1.9	-5.7	10.1	0.7	35.1	-4.5	-6.1	13.6
Cc1cccc(C)c1OCC(=O)Nc1nnc(C2CCCO2)s1 (stereo not given)	5.4	-13.7	-10.5	-25.9	1.5	7.1	-0.9	-12.6	5.4
Cc1ccc(/C=N/NC(=O)C2=NNC(c3ccccc3)(c3ccccc3)C2)c(O)c1	12.4	-0.3	1.1	-17.9	-3.3	7.2	-8.7	-9.6	20.6
O=C(CCC(=O)c1cccs1)OCC(=O)c1ccc(F)cc1	4.2	13.6	-9.9	13.5	-0.5	12.0	-3.2	9.9	-2.3
CCc1ccc(C(=O)NC(CCSC)C(=O)OC)cc1 (stereo not given)	-2.3	10.5	1.8	-3.8	1.0	3.8	3.4	-10.8	10.8
CC(O)CNc1nc2ccccc2n1CC(=O)NCCc1ccc(Cl)cc1 (stereo not given)	-7.4	-3.8	-7.8	-9.2	-0.1	0.5	0.7	-10.5	30.0
CCOC(=O)c1cccc(NC(=O)c2c(N)n(C)c(=O)[nH]c2=O)c1	-0.7	-0.5	5.6	-16.9	nt	-8.5	-1.8	9.6	nt

Quoted at random: 4 entries already listed, in no set order.
SMILES	Apaf1 inhib	SENP7 inh	SENP8 block-1	PfGluPho inh	SENP1 FRET inh	NLRP3 yeast inh	HKDC1 inh	SENP6 block	SENP8 block-2
CC1=CC(C)C(CN(CCC[N+](C)(C)C)C(=O)Nc2ccccc2)C(C)C1 (stereo not given)	-15.6	2.7	5.1	10.9	0.3	22.6	-1.6	11.5	-2.6
CCc1ccc(C(=O)NC(CCSC)C(=O)OC)cc1 (stereo not given)	-2.3	10.5	1.8	-3.8	1.0	3.8	3.4	-10.8	10.8
O=C(CCC(=O)c1cccs1)OCC(=O)c1ccc(F)cc1	4.2	13.6	-9.9	13.5	-0.5	12.0	-3.2	9.9	-2.3
COc1cc(NC(=O)CN2CCN(S(=O)(=O)c3ccc(C(C)C)cc3)CC2)cc(OC)c1	24.3	4.1	-3.6	12.5	2.7	17.2	-0.6	22.0	11.7

Further compounds:
SMILES	Apaf1 inhib	SENP7 inh	SENP8 block-1	PfGluPho inh	SENP1 FRET inh	NLRP3 yeast inh	HKDC1 inh	SENP6 block	SENP8 block-2
C=CCc1cccc2cc(C(=O)Nc3ccc(F)cc3)c(=O)oc12	-10.9	6.3	6.0	-4.0	-2.7	-18.4	-6.9	-7.0	2.9
O=C(Nc1cc(Cl)ccc1-n1cncn1)c1cncc(Br)c1	3.7	-5.9	-14.6	-10.4	-3.4	26.7	0.2	-9.3	-4.3
COC(=O)c1sc(NC(=O)c2ccco2)nc1C	-10.8	28.0	21.9	-23.2	1.5	5.3	-7.5	39.3	-27.9
Cc1ccc(Nc2nnc(C)c(=O)[nH]2)cc1	3.1	-1.1	2.5	-1.8	2.6	-3.8	-6.1	-10.5	7.9
O=C(COC(=O)c1ccccc1OCc1ccc(F)cc1)NCC1CCCO1 (stereo not given)	10.4	-13.2	-18.8	4.1	-0.1	9.5	-3.3	-3.0	-9.9
COc1ccc(OC)c(NC(=O)CC2C(=O)NCCN2C(=O)c2ccccc2)c1 (stereo not given)	-8.7	4.2	4.0	-3.1	3.0	7.6	0.1	-16.0	12.6
COc1ccc(OCC(O)CN(C2CCCCC2)C2CCCCC2)cc1 (stereo not given)	3.2	1.9	-5.3	-17.3	2.3	10.3	-2.4	-10.2	30.3
CC(Sc1nnnn1C)C(=O)Nc1ccc(N2CCOCC2)cc1 (stereo not given)	-0.5	-6.5	-13.0	8.6	3.1	6.4	-3.6	-1.7	11.2
COc1ccc(Br)cc1-c1noc(-c2ccncc2)n1	-3.3	0.6	-1.6	-3.5	1.1	18.4	-4.8	4.0	21.0
Cc1ccc(-c2noc(CSc3nnc(CCc4ccccc4)n3-c3ccccc3)n2)cc1	5.5	-5.4	-2.8	17.1	2.1	3.9	-2.5	-1.8	7.0
COc1cc(C(c2nnnn2C(C)(C)C)N2CCN(c3nc4ccccc4s3)CC2)ccc1O (stereo not given)	10.4	5.2	-1.0	1.7	-0.7	13.4	1.1	-44.4	15.0
COc1ccccc1-c1noc(CCC(=O)N2CCN(c3cc(C)ccc3C)CC2)n1	32.6	1.4	nt	1.0	0.6	nt	3.0	nt	11.1
Cc1ccc(OCCC(=O)OCC(=O)c2ccc3c(c2)NC(=O)CO3)cc1	13.4	-1.2	-7.0	2.6	2.2	13.7	-0.8	-24.0	11.7
CCOc1ccccc1CN1CCN(C2CCSCC2)CC1CCO (stereo not given)	1.7	-6.5	-15.0	-4.9	0.3	-3.9	-8.9	-4.0	7.5
O=C(O)c1c2c(nc3ccccc13)CCCCC2	-0.5	-7.6	-7.2	-10.3	-0.5	1.6	-8.3	-17.7	8.8
C/C(CC(=O)NCc1ccc(Cl)cc1)=N\NC(=O)Cc1ccccc1	-6.7	-6.2	-9.3	-4.5	-0.6	10.0	-7.6	-12.1	28.6
COC(=O)c1sc(NC(=O)c2ccncc2)nc1C	-10.4	93.6*	86.3*	8.2	2.2	1.5	-2.6	89.8*	8.9
c1ccc(-c2nc(C3CCCCC3)c3sccc3n2)cc1	24.7	-6.6	-6.1	1.4	3.6	-2.3	0.3	-11.3	10.5
